POLH inh: DNA polymerase eta (human) inhibition. recombinant Pol eta, fluorescent DNA replication assay. Potency, µM (titrated, usually from 114 µM), inactives show at the top dose activity change, negative = inhibition, usual class: inhibitors. actives 1.2% (n = 390,000). AID 588591; also: potency is read from the fitted curve at half-maximal effect; % is scaled to controls: 0 for no effect and ±100 for the full control effect
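Pol eta (10 nM) was preincubated with compounds for 15 min at room temperature, after which fluorescent replication substrate (50 nM final) was added to start the reaction. Fluorescence was read kinetically at 0 and 10 min.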
RXFP1 antag: blocks the human relaxin receptor RXFP1. Q9HBX9. activity change, negative = inhibition, % at 57.5 µM. AID 1259400. actives 0.59% (n = 350,000). HEK293-RXFP1, relaxin-stimulated cAMP HTRF, 30 min; stronger effect = lower value;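 active = activity change of -60% or lower, but not beyond a set lower limit; inconclusive = change between -60% and -40%, or beyond the set limit; inactive = change above -40%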; also: % is scaled to controls: 0 for no effect and ±100 for the full control effect
APEX1 inh: blocks human APE1 abasic DNA cleavage | P27695 | recombinant APE1, TAMRA/BHQ-2 abasic DNA cleavage fluorescence | Potency, µM (top dose mostly 65.8 µM), for inactives: top-dose activity change, negative = inhibition, usual class: inhibitors | actives 0.35% (n = 350,000) | AID 2517;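 also: potency is read from the fitted curve at half-maximal effect; plate controls were vehicle for no effect and reference inhibitor for full effect; nearly all actives have a fitted effect of over 55% in size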
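Substrate: short duplex with […] THF abasic site, 5'-TAMRA and 3'-BHQ-2, 50 nM final. APE1 at 0.75 nM, preincubated 15 min RT with compound. Fluorescence increase from first to third read measured activity.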
POLK inh: DNA polymerase kappa (human) inhibition. Potency, µM (doses to about 107 µM), inactives show top-dose activity, negative = inhibition, usual class: inhibitors. actives 0.53% (n = 400,000). purified Pol kappa, fluorescent DNA synthesis assay, 10 min. Q9UBT6; also: potency is read from the fitted curve at half-maximal effect; % is scaled to controls: 0 for no effect and ±100 for the full control effect
Target sequence (Q9UBT6 whole entry, looked up): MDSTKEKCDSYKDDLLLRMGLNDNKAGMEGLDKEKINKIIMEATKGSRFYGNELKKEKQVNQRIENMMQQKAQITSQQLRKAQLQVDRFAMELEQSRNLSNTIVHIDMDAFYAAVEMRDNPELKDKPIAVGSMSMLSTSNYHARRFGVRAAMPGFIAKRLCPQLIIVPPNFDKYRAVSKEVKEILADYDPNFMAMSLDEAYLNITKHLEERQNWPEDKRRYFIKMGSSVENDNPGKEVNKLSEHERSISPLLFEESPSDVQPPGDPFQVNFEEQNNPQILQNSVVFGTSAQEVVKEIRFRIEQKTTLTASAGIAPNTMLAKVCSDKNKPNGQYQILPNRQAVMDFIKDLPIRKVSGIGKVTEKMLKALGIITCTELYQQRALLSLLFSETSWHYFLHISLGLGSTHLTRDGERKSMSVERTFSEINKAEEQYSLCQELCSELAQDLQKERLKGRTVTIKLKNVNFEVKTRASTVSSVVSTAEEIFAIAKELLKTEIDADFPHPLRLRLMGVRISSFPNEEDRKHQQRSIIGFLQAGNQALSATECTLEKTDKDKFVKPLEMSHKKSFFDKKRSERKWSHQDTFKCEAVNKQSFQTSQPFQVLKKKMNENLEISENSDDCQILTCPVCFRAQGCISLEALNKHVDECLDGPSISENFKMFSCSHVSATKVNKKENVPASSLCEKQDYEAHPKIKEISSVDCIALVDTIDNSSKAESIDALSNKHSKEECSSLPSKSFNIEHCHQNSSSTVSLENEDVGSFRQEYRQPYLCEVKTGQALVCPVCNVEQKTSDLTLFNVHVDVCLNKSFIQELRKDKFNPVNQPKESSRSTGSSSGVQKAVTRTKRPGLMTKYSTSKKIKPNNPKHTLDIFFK
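First, compounds were pin-transferred onto 10 nM Pol kappa. After 15 min at room temperature, substrate was added to 50 nM final. Fluorescence was then measured kinetically at 0 and 10 min.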
POLB inh: blocks human DNA polymerase beta activity. Potency, µM (top dose mostly 114 µM), for the others: top-dose activity change, negative = inhibition, actives largely listed as inhibitors. P06746. actives 1.3% (n = 340,000). Pol beta primer extension/strand displacement, fluorescence kinetic; also: potency is read from the fitted curve at half-maximal effect; % is scaled to controls: 0 for no effect and ±100 for the full control effect
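Pol beta (10 nM) and compounds were preincubated 15 min at room temperature, then 50 nM substrate (final) started primer extension/strand displacement. Reads were taken at 0 and 10 min; concentration-response data were fitted to a four-parameter Hill equation.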
BLM helicase inh: blocks DNA unwinding by human BLM helicase; P54132; recombinant BLM DNA unwinding, fluorescence dequenching; Potency, µM (highest dose often 56.1 µM), for inactives: at the highest dose activity change, negative = inhibition, hits mostly inhibitors; actives 0.2% (n = 350,000);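 also: potency is read from the fitted curve at half-maximal effect; plate controls were vehicle for no effect and no enzyme for full effect; nearly all actives have a fitted effect of over 35% in size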
POLI inh: DNA polymerase iota (human) inhibition. Q9UNA4. Pol iota fluorescent replication assay, 10 min. Potency, µM (titrated, usually from 115 µM), for the others: top-dose activity, negative = inhibition, hits mostly inhibitors. actives 1% (n = 390,000); also: potency is read from the fitted curve at half-maximal effect
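Pol iota at 10 nM preincubated 15 min with compounds at room temperature; reaction started with fluorescent substrate, 50 nM final. Fluorescence read kinetically at 0 and 10 min; buffer-only wells as negative control.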
Apoferritin bind: binds horse apoferritin like a general anesthetic | apoferritin/1-aminoanthracene competitive binding, fluorescence | actives 0.074% (n = 350,000) | P02791 | AID 485281 | Potency, µM (series often up to 77.5 µM), inactives show at the highest dose activity change, negative = displacement, hits mostly inhibitors; also: potency is read from the fitted curve at half-maximal effect; % is scaled to controls: 0 for no effect and ±100 for the full control effect; nearly all actives have a fitted effect of over 20% in size
Target sequence (P02791 2-175 limits assumed): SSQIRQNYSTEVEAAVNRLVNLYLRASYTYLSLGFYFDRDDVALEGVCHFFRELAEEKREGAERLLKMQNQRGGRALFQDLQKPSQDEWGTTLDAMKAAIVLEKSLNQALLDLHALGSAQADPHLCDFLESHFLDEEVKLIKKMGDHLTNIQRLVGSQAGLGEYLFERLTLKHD
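Horse-spleen apoferritin (10 uM) in 50% saturated 1-aminoanthracene in PBS was incubated 10 min at room temperature with compound. Fluorescence (ex 380, em 535 nm) was normalized to free and bound 1-AMA, with concentration-response fitted by a four-parameter Hill equation.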
PGK inhibitor: T. brucei PGK inhibition; PGK/GAPDH coupled, Kinase-Glo luminescence, 60 min; Potency, µM (titrated, usually from 57.5 µM), inactives show at the top dose activity change, negative = inhibition, most hits filed as inhibitors; actives 0.043% (n = 380,000); also: potency is read from the fitted curve at half-maximal effect; % is scaled to controls: 0 for no effect and ±100 for the full control effect; nearly all actives have a fitted effect of over 60% in size
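Luminescent ATP detection (Kinase-Glo Plus) follows a 60-minute room-temperature incubation, with wells lacking PGK as controls. Buffer: 100 mM TEA (pH 7.6), 5 mM MgCl2, 0.01% Tween-20. Coupling enzyme GAPDH (100 nM final) supplies unstable 1,3-BPG in-well.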
* marks the source's active call; other numbers are inactive results; i = inactive; ? = inconclusive; nt = no result given; & = joins results of further samples; [ ] = remark or other dose. Unless noted, calls follow the shape of the dose curve; as a rule, active = well fitted curve in the direction sought with a large enough effect; inconclusive = small, poorly fitted or top-dose-only effect, or another doubt; inactive = no such curve, though single readings can be large; an effect the other way counts as inactive or inconclusive.

SMILES | POLH inh | RXFP1 antag | APEX1 inh | POLK inh | POLB inh | BLM helicase inh | POLI inh | Apoferritin bind | PGK inhibitor
CC(C)(C)P(=O)(c1ccncc1)N1CCCC1 (centres undefined) | 0% | -7 | 1% | -11% | -19% | -1% | 25% | -7% | 2%
CC(=O)OC1CC2C(C)(C)C(O)C=C[C@@]2(C)C2CC[C@]3(C)C(=CC(=O)OC3c3ccoc3)[C@]12C (some centres undefined) | nt | nt | -2% | -9%[60.1 µM] | nt | 1% | nt | -4% | nt
C[C@@H](Cc1ccccc1)NCCC(c1ccccc1)c1ccccc1 | nt | nt | 4%[21 µM] | -6%[12 µM] | nt | 3%[21.4 µM] | nt | -9%[29.3 µM] | nt
CSc1nc(Cl)c(Br)c(N2CC2)n1 | -13% | -5 | nt | -3% | nt | nt | ? | nt | -8%
O=C(c1cc(-c2cccnc2)nc2ccccc12)N1CCC2(CC1)OCCO2 | -16% | -2 | -1% | 1% | 21% | -1% | 28% | -18% | 3%
CCOC(=O)C(O)(c1ccc(N)c(OC)c1)C(F)(F)F (centres undefined) | -16% | nt | 0% | 2% | 13% | 1% | 31%[activator] | ? | -3%
COc1ccc(-n2c(O)c(C(C)=NCc3ccco3)c(=O)[nH]c2=O)cc1 | -18% | -9 | 0% | -3% | 19% | -2% | 10% | -7% | 0%
CN1CCN(c2c(F)cc([N+](=O)[O-])c(N)c2Br)CC1 | -16% | 12 | 16% | 0% | 13% | 28% | 164%[activator] | -10% | i
CCOc1ccccc1CN1CCCC(C(=O)c2cc(F)ccc2F)C1 (centres undefined) | -2% | 2 | 27% | -2% | 39% | 0% | 17% | -11% | i
CC1([N+](=O)[O-])COP(=O)(Nc2ccccc2F)OC1 (centres undefined) | -1% | -2 | nt | -5% | nt | nt | 3% | nt | i
O=C(c1cc(-c2ccncc2)nc2ccccc12)N1CCC2(CC1)OCCO2 | -12% | 1 | 0% | -6% | 25% | 0% | 18% | -15% | i
CC(C)(C)N1CC(C(=O)c2ccccc2)C1c1ccccc1 (centres undefined) | -25% | -21 | nt | -10% | nt | nt | -8% | nt | -12%
O=[N+]([O-])/C=C1\NCCN1Cc1ccc(Cl)nc1 | -3%&0% | 6&-4 | 8%&13% | 1%&-7% | 19%&19% | -13%&-12% | -2%&-17% | -6%&13% | 4%&7%
COc1ccc(N2C(=O)NC(=O)/C(=C\c3ccc([N+](=O)[O-])s3)C2=O)cc1 | 18µM* | -21 | ? | 50µM* | ? | -18% | ? | -22% | -15%
Cc1ccccc1-n1c(C)nc2sccc2c1=O | 11% | 5 | -3% | -15% | 2% | 2% | 10% | -16% | -3%

The final 6 records of the part before open the next one:
SMILES | POLH inh | RXFP1 antag | APEX1 inh | POLK inh | POLB inh | BLM helicase inh | POLI inh | Apoferritin bind | PGK inhibitor
CC1([N+](=O)[O-])COP(=O)(Nc2ccccc2F)OC1 (centres undefined) | -1% | -2 | nt | -5% | nt | nt | 3% | nt | i
O=C(c1cc(-c2ccncc2)nc2ccccc12)N1CCC2(CC1)OCCO2 | -12% | 1 | 0% | -6% | 25% | 0% | 18% | -15% | i
CC(C)(C)N1CC(C(=O)c2ccccc2)C1c1ccccc1 (centres undefined) | -25% | -21 | nt | -10% | nt | nt | -8% | nt | -12%
O=[N+]([O-])/C=C1\NCCN1Cc1ccc(Cl)nc1 | -3%&0% | 6&-4 | 8%&13% | 1%&-7% | 19%&19% | -13%&-12% | -2%&-17% | -6%&13% | 4%&7%
COc1ccc(N2C(=O)NC(=O)/C(=C\c3ccc([N+](=O)[O-])s3)C2=O)cc1 | 18µM* | -21 | ? | 50µM* | ? | -18% | ? | -22% | -15%
Cc1ccccc1-n1c(C)nc2sccc2c1=O | 11% | 5 | -3% | -15% | 2% | 2% | 10% | -16% | -3%
CCOc1ccc2nc(N=Nc3c(O)[nH]c(=O)[nH]c3=O)sc2c1 | ? | 7 | 1% | -3% | 27% | 1% | 3% | -4% | 3%
C=CCN1CC[C@]23c4c5ccc(O)c4OC2C(=O)CC[C@@]3(O)C1C5 (some centres undefined) | 2% | nt | 2% | 1% | -29% | -2% | 2% | -8% | -9%
CCCCCCC[n+]1ccc(-c2cc[n+](CCCCCCC)cc2)cc1 | 3% | -3 | 3%&-6% | -1% | -2% | -3%&-12% | 13%&-6% | -3% | 4%
CN1C(=O)c2ccccc2NC(=O)C1Cc1ccccc1 (centres undefined) | -6% | -8 | 17% | 3% | -1% | -1% | ? | -3% | -7%
CC(=O)N1N=C2C3CCN(CC3)C2C1c1ccc(C)cc1 (centres undefined) | -10% | -3 | 4% | -10% | -1% | -6% | -13% | 1% | 7%
CC1C=CCCC12C(=O)NC(=O)NC2=O (centres undefined) | -18% | -6 | nt | -4% | nt | nt | 0% | nt | -6%
COc1cc(CC2(CCc3ccncc3)C(=O)NC(=O)NC2=O)cc(OC)c1OC | -7% | -79* | 10% | -22% | 7% | -7% | ? | -7% | i
Cc1cc(Oc2ccc(C(F)(F)F)cc2[N+](=O)[O-])c2c3c(c(=O)oc2c1)CCCC3 | 4% | -14 | -4% | -7% | 30% | -1% | 5% | -11% | -6%
N#CC1=C(N)Oc2n[nH]c(-c3cccs3)c2C1c1ccsc1 (centres undefined) | ? | -4 | -10% | -16% | ? | -9% | -5% | -8% | -7%
CCOC(=O)N1CCN(Cc2ccccc2F)CC1 | -11% | -5 | -4% | 3% | ? | -2% | 18% | -3% | 2%
COc1ccc(-n2nc(C(=O)NCC(=O)N3CCC4(CC3)OCCO4)c3ccccc3c2=O)c(OC)c1 | -17% | -2 | 75% | 4% | 25% | -2% | 10% | -3% | -10%
Oc1ccc(Cl)c(Cl)c1 | -22% | nt | -6%&0% | 5% | nt | nt | 14% | nt | -5%
O=[N+]([O-])c1ccccc1CNCCc1ccc(F)cc1 | 9% | 5 | -2% | -5%[60.1 µM] | 2% | 2% | 14% | ? | i
COC(=O)C1=C(c2ccc(Cl)c(C(F)(F)F)c2)C[C@@H]2CC[C@H]1N2C | -1% | nt | 12% | 1% | nt | nt | 7% | nt | -5%
CCc1cccc(CC)c1NC1=NCCN1 | nt | nt | -2% | -15%[60.1 µM] | nt | 2% | nt | -9% | nt
O=C(CN1CC(c2ccccc2)CC1=O)NCc1ccc(F)cc1 (centres undefined) | 4% | nt | -5% | -3% | 11% | 0% | -1% | 3% | -2%
COc1cc(O)cc2c1C(=O)O[C@@H](C)CCCC(=O)CCCCC2 | -5% | 3 | -4% | -6% | 1% | -2% | -7% | 5% | i
CCS(=O)(=O)N1N=C(c2cccc(NS(C)(=O)=O)c2)CC1c1ccccc1 (centres undefined) | 45µM* | 2 | -2% | -2% | 32µM* | -18% | 34%[activator] | -6% | 4%
COc1ccc(-c2cc(=NCCCCCC(=O)O)c3cc(C)ccc3o2)cc1 | -11%&11% | 16&15 | -5% | -17%&-23% | ? | 30%[activator] | ? | 538%[activator] | -3%&-3%
CC1([N+](=O)[O-])COP(=O)(Nc2ccc(F)cc2)OC1 (centres undefined) | -25% | -7 | nt | -2% | nt | nt | 27% | nt | 4%
Nc1ccc2c(c1)oc1ccccc12 | -17% | -3 | 2% | -2% | 1% | -1% | -6% | ? | i
Cc1cc(Br)ccc1N1C(=O)CC(=O)NC1=O | -8% | 0 | -1% | -33% | -11% | -1% | ? | -22% | 0%
COc1ccc(-c2n(-c3ccccn3)c3ccccc3[n+]2-c2ccccn2)cc1 | -1% | 1 | 2% | 5% | 8% | 1% | 2% | -14% | -9%
CCCC[N+]1(C)[C@@H]2CC(OC(=O)[C@H](CO)c3ccccc3)C[C@H]1[C@@H]1O[C@@H]12 (some centres undefined) | -19% | 16 | 0%&13% | -8% | 35% | -7% | 5% | 1% | -9%
CN(C)CCN(C(=O)c1ccc(S(=O)(=O)N2CCc3ccccc32)cc1)c1nc2ccc(F)cc2s1 | 1% | -4 | 6% | -24% | 17% | -2% | ? | ? | 0%
O=c1[nH]c(O)c(/C=C2\C=NN=C2c2ccccc2)c(=O)[nH]1 | -8% | 2 | 2% | -5% | 30% | -1% | ? | ? | i
N#Cc1c(/N=C/C2C(=O)NC(=S)NC2=O)sc2c1CCCC2 | -3% | -17 | 4% | -15% | -4% | -4% | -2% | ? | 2%
ClC1=C(Cl)C2(Cl)C3C4CC(C5OC45)C3C1(Cl)C2(Cl)Cl (centres undefined) | nt | nt | -3% | -3%[19.4 µM] | nt | -3% | nt | -12% | nt
COc1cc(CN2CCCC(C(=O)c3sccc3C)C2)cc(Cl)c1O (centres undefined) | 3% | 1 | 14% | -9% | 29% | 4% | 116%[activator] | ? | -1%
CC(=O)[C@@]1(O)CC[C@H]2[C@@H]3CCC4=CC(=O)CC[C@]4(C)[C@H]3CC[C@@]21C | 3% | 2 | 2% | -18%[60.1 µM] | 28% | -5%&1% | 1% | -4% | i
CCOC(=O)C1(c2ccccc2)CCN(CCC(=O)Nc2cccc(Br)c2)CC1 | -21% | ? | -14% | -11% | nt | nt | -1% | nt | 1%
CCN(CC)S(=O)(=O)N1CCC(C(=O)N2CCC3(CC2)OCCO3)CC1 | 5% | 1 | 1% | 1% | 0% | -3% | -8% | -2% | -6%
Cc1ccc(/C(CSc2nccn2-c2ncc(C(F)(F)F)cc2Cl)=N\O)cc1 | ? | -9 | 5% | -3% | 2% | -7% | -7% | 1% | -2%
CCN(c1ccccc1)S(=O)(=O)c1ccc(NC(=O)c2cc(=O)c3ccccc3o2)cc1 | -21% | -4 | nt | 15% | ? | -8% | 11% | 0% | -1%
O=C(O)c1ccc(N=Cc2c(O)n(Cc3ccc(F)cc3)c(=O)[nH]c2=O)cc1 | -18% | 2 | 1% | 0% | 3% | 5% | 5% | 3% | 1%
O=C(CN1C(=O)CN=C(c2ccccc2)c2ccccc21)Nc1cccc(C(F)(F)F)c1 | -31% | -23 | nt | -11% | -13% | -15% | 19% | -22% | 8%

Not all compounds are listed. The share of hits here may be higher or lower than overall.
